# Screening results deposited in PubChem BioAssay by several laboratories.
# EP2 mod = modulates human prostaglandin E2 receptor EP2 signaling | P43116 | EP2-expressing cells, cAMP HTRF FRET, PGE2 co-stimulation | induction, % at 25 µM | 260,000 compounds, 0.83% hits | AID 940;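 active means compounds whose cAMP rise, as percent of the full-agonist control response, exceeds 60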;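 further: rat C6 glioma line stably carrying human EP2 under a CMV promoter; the protocol text gives 20 µM as final concentration; 100% = response of wells given 1 µM PGE2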
# NPY-Y2 PAM-ag = human NPY-Y2 potentiation or agonism, primary screen. cells expressing NPY-Y2, potentiator/agonist read-out. P49146. AID 1359. 220,000 compounds, 0.45% hits. activation, % at 3.6 µM; in the data active means activation above about 27%;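 further: cells stimulated with NPY near EC25 plus isoproterenol at EC100; 0% = vehicle plus submaximal agonist and 100% = vehicle plus saturating agonist; some results beyond the cut were filed as inactive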
# S1P4 agonist = activates the human S1P4 receptor; S1P4-expressing cell line, agonist reporter assay; 220,000 compounds, 0.35% hits; activation, % at 4.98 µM; in the data active means activation above about 11%;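 further: 0% = DMSO vehicle and 100% = reference agonist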
# Target sequence (O95977 whole entry, looked up): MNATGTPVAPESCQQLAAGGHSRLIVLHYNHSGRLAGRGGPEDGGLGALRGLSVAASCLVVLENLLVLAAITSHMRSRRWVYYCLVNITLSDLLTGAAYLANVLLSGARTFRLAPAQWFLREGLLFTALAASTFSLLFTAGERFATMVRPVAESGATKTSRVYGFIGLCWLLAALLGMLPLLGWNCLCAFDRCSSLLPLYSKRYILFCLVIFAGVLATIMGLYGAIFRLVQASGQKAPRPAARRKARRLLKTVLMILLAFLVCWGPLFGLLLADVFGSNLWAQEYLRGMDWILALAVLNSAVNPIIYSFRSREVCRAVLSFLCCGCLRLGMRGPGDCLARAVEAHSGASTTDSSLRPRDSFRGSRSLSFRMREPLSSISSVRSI
# CHOP inh = CHOP inhibition in unfolded protein response; CHO-K1 CHOP-promoter luciferase, tunicamycin-induced, 15-18 h; inhibition, % at 10 µM; 220,000 compounds, 3.8% hits; AID 2732;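 active means compounds that reduced the stress-induced luciferase reporter signal by more than about 70% of percent inhibition, limit read from the data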;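 further: 0% = tunicamycin plus vehicle and 100% = wells without tunicamycin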
# S1P4 antagonist = human S1P4 receptor antagonism. O95977. S1P4-expressing cells, antagonist mode, reporter read-out. inhibition, % at 4.98 µM. 220,000 compounds, 0.26% hits. AID 1510; in the data active means inhibition above about 29%;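 further: 0% = wells stimulated with agonist and 100% = vehicle wells without agonist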
# TRPML3 agonist = agonists of human TRPML3 channel; HEK293 TRPML3-YFP, Fluo-8 calcium fluorescence; 100% = the carbachol control signal; Q8TDD5; activation, % at 3 µM; 220,000 compounds, 0.29% hits;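 active means activation above its plate's cutoff, the mean activation of the plate's test wells plus 3 SD, cut at about 12% in these data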;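 further: 0% = DMSO only wells and 100% = carbachol wells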
#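 Test system: HEK293 cells stably carrying human TRPML3-YFP; Doses: single dose, 3 µM final nominal compound, 0.3% DMSO final; Schedule: dye loading 1 h 37 °C then 30 min ambient, 125 s read; Technique: Fluo-8 calcium fluorescence; Benchmarks: high control carbachol 87 µM, low control DMSO.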
# TRPN1 ag = agonists of zebrafish TRPN1 channel; activation, % at 3 µM; HEK293 zebrafish TRPN1-YFP, Fluo-8 calcium fluorescence; 100% = response to 87 µM carbachol; 220,000 compounds, 0.18% hits;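 active means activation above its plate's cutoff, the mean activation of test wells on that plate plus 3 SD, cut at about 19% in these data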;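 further: 0% = DMSO alone and 100% = 87 µM carbachol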
#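 Assay system: Zebrafish TRPN1-YFP in HEK293 cells | Incubation: Dye loading 1 h at 37 °C, then 30 min room temperature | Measured by: Kinetic Fluo-8 fluorescence, ex 470-495, em 515-575 nm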
# NPY-Y1 antag = NPY-Y1 (human) receptor antagonism; P25929; HEK293-CNG Y1 cells, membrane potential fluorescence; NPY at EC95, then isoproterenol; inhibition, % at 3.6 µM; 200,000 compounds, 1% hits; AID 1040;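 active means inhibition above the campaign mean inhibition of all tested compounds plus 3 SD, cut at about 20% in these data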;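 further: 0% = DMSO wells given NPY plus isoproterenol and 100% = isoproterenol alone without NPY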
# Target sequence (P25929 whole entry, looked up): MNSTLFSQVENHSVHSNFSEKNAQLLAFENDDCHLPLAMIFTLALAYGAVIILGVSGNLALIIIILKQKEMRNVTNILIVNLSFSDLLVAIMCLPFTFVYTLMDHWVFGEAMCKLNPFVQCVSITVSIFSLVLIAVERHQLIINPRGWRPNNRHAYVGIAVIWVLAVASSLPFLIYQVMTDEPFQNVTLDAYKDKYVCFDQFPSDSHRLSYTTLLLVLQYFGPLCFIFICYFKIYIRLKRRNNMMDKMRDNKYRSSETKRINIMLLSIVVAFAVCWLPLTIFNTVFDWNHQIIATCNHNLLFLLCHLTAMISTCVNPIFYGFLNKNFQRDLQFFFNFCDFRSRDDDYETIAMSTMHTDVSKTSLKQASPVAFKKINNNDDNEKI
#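 Material: HEK293 cells co-expressing NPY Y1 receptor and cyclic-nucleotide gated channel. Timing: compound incubation 1 h at room temperature, readout 45 min post-stimulation. Signal: fluorescence, membrane potential probe.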
# NPY-Y1 PAM-ag = potentiates or activates human NPY-Y1 receptor; activation, % at 3.6 µM; NPY-Y1 expressing cells, potentiator/agonist activation; 220,000 compounds, 0.37% hits; P25929; in the data active means activation above about 33%, passing the limit was not always enough;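 further: cells stimulated with NPY at EC10 then isoproterenol at EC100; 0% = low agonist plus stimulus and 100% = saturating agonist plus stimulus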
# Active calls of the source: *; nt = no result given; & = joins results of further samples. An excerpt, so the mix of outcomes need not match the whole.
SMILES,EP2 mod,NPY-Y2 PAM-ag,S1P4 agonist,CHOP inh,S1P4 antagonist,TRPML3 agonist,TRPN1 ag,NPY-Y1 antag,NPY-Y1 PAM-ag
Cc1cc(C)c(Cn2c(C(=O)O)c(C=O)c3ccccc32)c(C)c1,-9.4,-7.2,-2.1,-5.9,-8.1,-0.5,-0.5,-2.6,1.0
CC1(C)CSC(Nc2ccc(F)c(Cl)c2)=N1,-13.7,16.5,0.9,45.1,-20.7,1.5,1.7,-4.5,12.3
O=c1[nH]c(=O)n(CC2CCCO2)c(O)c1/C=C1\C=Nc2ccccc21 (configuration not stated),-42.4&-9.3,-12.9&-8.5,1.6&-0.8,2.0&-5.3,0.7&-16.7,0.4&0.9,2.3&-1.4,5.4,-4.9&-0.9
N=Cc1c(O)n(-c2cccc(Cl)c2)c(=O)[nH]c1=O,12.4,-9.8,-0.3,19.2,-37.5,1.2,-1.0,-11.5,-1.2
Fc1ccc(Cn2nnnc2C(c2ccc(F)cc2)N2CC=C(c3ccc(F)cc3)CC2)cc1 (configuration not stated),25.8,11.1,-0.3,36.2,-26.9,1.0,0.3,3.4,6.3
O=C1CCCN1CC#CCN1CCCC1,16.4&9.5&19.2,-4.2,2.2,21.2&4.5,8.2,26.6*,2.5,nt,5.2
Cn1c(O)c(C=NCCN2CCOCC2)c(=O)n(C)c1=S,13.0,-2.6,0.9,19.1,-8.4,1.1,2.2,nt,-6.4
CC(C)CCC1(CCc2ccncc2)C(=O)NC(=O)NC1=O,19.7,-4.2,1.5,9.1,-21.5,0.6,0.9,1.7,-7.8
COc1ccc(N=C(C)c2c(O)n(C3CCCCC3)c(=O)[nH]c2=O)c(OC)c1,13.3,-2.9,1.8,17.8,-13.1,0.5,0.2,4.4,-21.2
CC(=NCCCN1CCCCC1)c1c(O)n(Cc2ccccc2)c(=O)[nH]c1=O,-3.3,3.5,-1.2,-0.2,-3.2,-0.1,1.2,1.9,5.5
Oc1cc2c(cc1CN1CCN(c3ccccc3)CC1)CCC2,-13.5,-0.4,0.7,70.0,-88.1,1.4,0.7,4.4,-4.2
CC(=O)C1C2c3ccccc3OC1(C)N=c1s/c(=C/c3cnn(C)c3)c(=O)n12 (configuration not stated),19.7,5.2,1.4,16.7,0.5,0.5,0.5,-9.7,16.7
CCCCCCN=C(C)c1c(O)n(CCCC)c(=O)[nH]c1=O,14.8,2.0,-2.7,52.5,-9.7,-0.5,-0.1,5.2,5.5
COc1ccc(OC)c(N2C(=O)NC(=O)/C(=C/c3ccc([N+](=O)[O-])s3)C2=O)c1,-27.3,4.6,0.6,-69.9,-13.1,0.6,0.8,-0.1,-8.8
O=[N+]([O-])c1ccc(C2C3C(c4ccccc4)=NC4(CCCCC4)N32)cc1 (configuration not stated),19.2,5.8,-0.3,22.0,-10.2,-0.7,-0.2,4.9,14.5
CCN(CC)CCOC(=O)c1cc2cc(COC)ccc2o1,1.5,14.2,0.0,23.6,-5.9,0.3,-0.4,2.0,0.0
CC(=O)OC1(c2ccccc2)CCN(C2CCCCC2)CC1C (configuration not stated),10.3,5.6,0.7,10.3,24.0,0.3,0.1,0.1,13.3
CCOc1ccc(N2C(=O)NC(=O)/C(=C\c3ccc(N4CCCCC4)o3)C2=O)cc1,0.1,-4.6,1.5,24.1,-7.5,1.4,1.4,0.2,3.3
COc1cc2c(cc1OC)-c1c(OC)c(OC)c(OC)c3ccnc(c13)C2=O,7.2,0.1,-0.7,58.0,-1.9,-0.5,-0.5,-4.0,-5.6
Cc1cccc(NP(=O)(Oc2ccccc2F)Oc2ccccc2F)c1,52.7,2.2,0.3,78.0*,-9.7,-0.2,-0.1,-2.0,-0.1
CN1C2CCC1CC(=NO)C2,17.8,0.9,-0.5,10.9,10.9,0.5,1.8,1.3,5.4
CC(C)OC(=O)c1c(N)n(Cc2ccco2)c2nc3ccccc3nc12,-3.3,-0.7,0.5,39.3,-4.0,0.9,1.0,5.7,-12.0
C=CCn1c(O)c(/C(C)=N/NC(=S)Nc2ccccc2)c(=O)[nH]c1=O,16.7,10.8,-1.4,-2.0,-22.6,-0.2,1.0,nt,-2.5
CCCCCCN1CCN(c2ccccc2Cl)CC1,16.2,-13.6,0.6,63.0,-12.9,0.5,-0.9,-2.6,-13.5
CCCCCn1c(=O)c(C(=O)NCc2ccccn2)c(O)c2ccccc21,39.5,0.4,0.9,40.5,3.5,0.5,1.2,-0.2,-2.6
CCc1ccccc1N1C(=O)NC(=O)/C(=C\c2cc(C)n(C)c2C)C1=O,5.8,15.3,-1.1,27.9,-10.2,0.8,0.1,-0.8,-13.1
CCCCCn1c(=O)c(C(=O)Nc2nc3ccccc3[nH]2)c(O)c2ccccc21,26.2,-3.7,2.0,98.1*,1.8,1.0,0.4,nt,-27.9
NC(=O)CN1CC(c2ccccc2)CC1=O (configuration not stated),17.4,5.0,0.6,22.0,-11.4,-0.4,-1.1,2.5,16.4
Cc1cc(OCCCC(=O)NCc2cccs2)ccc1Cl,-91.2,3.0,0.5,47.8,-9.8,0.1,-3.0,4.8,-28.7
CN(Cc1c[nH]c2ccccc12)C1CCCCC1,-10.7,-7.8,4.1,-124.4,-6.7,-0.3,-0.4,-4.0,-26.3
O=C1NC(=O)N(Cc2ccccc2)C(=O)/C1=C\N1CCCc2ccccc21,28.0,6.8,0.3,30.1,11.6,1.9,4.4,-3.5,-3.7
CC(C)(C)P(=O)(N1CCOCC1)N1CCOCC1,16.6,3.5,-0.9,-2.4,-19.1,0.5,-0.4,-0.9,7.0
COc1cccc(-n2c(/C=C/c3ccc(O)c(O)c3)nc3ccccc3c2=O)c1,-27.1,-17.7,0.5,-4.5,2.1,0.2,3.6,2.0,-22.0
CCOP(=O)(OCC)C(NC(=O)NC)C(N)=O (configuration not stated),-3.4,-8.8,-0.3,1.8,10.3,0.7,1.8,nt,4.0
CC(C)CC(=O)NC(Oc1ccc(Cl)cc1)C(Cl)(Cl)Cl (configuration not stated),17.7,-7.6,-1.4,72.0*,-4.2,-0.9,-2.2,13.1,-10.7
Cn1c(O)c(/C=C2\N=c3ccccc3=C2CCNC(=S)NC2CC2)c(=O)n(C)c1=O,-40.0,-6.5,-1.8,-49.9,8.2,0.8,1.1,nt,9.5
C[C@H]1O[C@H]1P(=O)(O)O,15.3&13.7,7.3&13.5,1.2&2.8,-0.2&5.6,-9.1&-18.2,1.1&1.0,2.2&0.4,0.9&0.3,13.3&19.9
Cc1nc2c(c(=O)[nH]1)C(c1ccc([N+](=O)[O-])cc1)c1c(c3ccccc3oc1=O)O2 (configuration not stated),-16.9,-2.6,1.5,27.8,7.0,0.2,1.9,nt,18.4
CNC(=O)O/N=C/c1nn(C(=O)C(C)(C)C)cc1Br,-1.0,-2.6,0.9,18.2,-6.0,0.0,-0.1,nt,0.3
C[C@]12CCC(=O)C=C1CC[C@@H]1[C@@H]2CC[C@]2(C)C(=O)CC[C@@H]12,-12.3&6.0,9.2,0.5,11.7&2.5,7.5,0.6,0.2,4.1,-0.7

# An excerpt of these results, with bars between the fields:
structure | EP2 mod | NPY-Y2 PAM-ag | S1P4 agonist | CHOP inh | S1P4 antagonist | TRPML3 agonist | TRPN1 ag | NPY-Y1 antag | NPY-Y1 PAM-ag
CNC(=O)O/N=C/c1nn(C(=O)C(C)(C)C)cc1Br | -1.0 | -2.6 | 0.9 | 18.2 | -6.0 | 0.0 | -0.1 | nt | 0.3
CCc1ccccc1N1C(=O)NC(=O)/C(=C\c2cc(C)n(C)c2C)C1=O | 5.8 | 15.3 | -1.1 | 27.9 | -10.2 | 0.8 | 0.1 | -0.8 | -13.1

# Later entries:
SMILES,EP2 mod,NPY-Y2 PAM-ag,S1P4 agonist,CHOP inh,S1P4 antagonist,TRPML3 agonist,TRPN1 ag,NPY-Y1 antag,NPY-Y1 PAM-ag
CCCCN=Cc1c(O)n(-c2c(C)cc(C)cc2C)c(=O)[nH]c1=O,27.1,4.2,0.0,-1.0,-10.6,0.3,1.9,-3.6,2.2
CC1CN(c2ccc([N+](=O)[O-])c(N3CCCCC3)c2)CCN1 (configuration not stated),-8.7,-16.6,0.0,1.3,-22.2,1.4,2.7,nt,3.1
O=C(N/N=C/c1c(O)n(CCC2=CCCCC2)c(=S)[nH]c1=O)c1ccccc1,29.8,7.4,4.5,19.3,-9.9,0.4,-1.5,-0.9,15.7
C=C(CO)CC1CC(O)[C@]2(C)OC3CC4OC5C[C@]6(C)O[C@]7(C)CCC8OC9C[C@]%10(C)OC%11C(C)=CC(=O)OC%11CC%10OC9C[C@@H](C)C8OC7CC6O[C@]5(C)C/C=C\C4OC3CC2O1 (some centres not stated),9.2,4.4,1.0,40.6,1.6,0.5,1.1,2.6,-0.5
Cc1cc(C(=O)NP(=O)(N2CCOCC2)N2CCOCC2)c(C)n1C1CC1,-17.9,5.5,0.5,4.5,0.1,0.7,0.2,-3.8,24.5
CC(=O)OC1N=C(c2ccccc2)c2cc(Br)ccc2NC1=O (configuration not stated),0.1,-14.0,1.1,16.6,-12.2,0.3,1.1,-2.8,9.9
COC(=O)C(O)(c1ccc(N=Cc2ccccc2O)c(C)c1)C(F)(F)F (configuration not stated),-4.1,3.3,1.3,19.0,-15.5,1.1,-0.2,4.6,6.1
O=C1c2ccccc2C(=O)N1Cc1nc2ccccc2c(=O)n1-c1ccccn1,-8.5,6.1,-0.5,4.6,20.5,0.0,0.0,-1.3,0.6
N#Cc1c(Cl)nc(Cl)c2c1CCN(Cc1ccccc1)C2,1.4,-11.0,6.1,-36.8,-6.4,0.2,-0.2,-4.2,-2.4
CC(=O)OC1(Cc2ccccc2)CN2CCC1c1ccccc12 (configuration not stated),24.3,2.0,1.5,-6.8,-1.6,-0.3,0.2,1.3,12.3
O=C(Nc1ccc(Cl)cc1)O/N=C(\c1ccccc1)c1ccccn1,-0.4,4.4,0.5,-1.6,2.3,0.2,0.5,0.9,6.5
O=c1c2ccccc2nc(-c2ccc(-c3ccccc3)cc2)n1-c1ccncc1,-7.2,-22.3,-1.5,-4.8,-3.4,-0.9,-0.9,1.9,-11.1
CCC(=O)CC(c1ccccc1)c1c(O)c2ccccc2sc1=O (configuration not stated),26.5,-0.4,0.9,10.3,-0.1,0.6,0.1,1.3,-7.1
COc1ccccc1-n1c(-c2cccs2)nc2ccccc2c1=O,4.0,-16.5,-0.7,-7.2,16.1,-1.1,-2.4,-4.8,7.0
CCC(=Nc1ccc2c(c1)CCC2)c1c(O)n(C2CCCCC2)c(=O)[nH]c1=O,26.1,18.2,1.8,76.1*,-7.6,0.0,-0.9,0.8,18.0
S=P(Nn1cnnc1)(c1ccc(Br)cc1)c1ccc(Br)cc1,2.5,10.8,-0.9,-30.8,-17.1,2.3,3.6,1.1,28.4
Nc1c(C(=O)NCc2ccco2)c2nc3ccccc3nc2n1CCN1CCOCC1,2.2,4.0,2.0,-7.5,3.2,-0.4,0.2,8.5,-3.6
Cc1nonc1OCCNCCNc1ccc([N+](=O)[O-])c2cccnc12,-24.2,-1.2,1.6,31.8,-21.1,0.2,-0.5,4.5,-13.9
Cc1ccccc1NC1(C#N)CCCCC1,17.1,13.4,0.8,-1.4,-7.5,-0.3,0.5,8.6,15.4
